FadD28 FP inh – M. tuberculosis FadD28 bisubstrate binding inhibition. FadD28 bisubstrate probe binding, fluorescence polarization. inhibition, % at 12.5 µM. hit rate 0.22% among 360,000. AID 588549; in the data active means inhibition above about 8.5%, passing the limit was not always enough
Mtb FBA inh – Mtb fructose-bisphosphate aldolase inhibition; P9WQA3; purified M. tuberculosis FBA, fluorescence read-out; inhibition, % at 1 µM; hit rate 2.3% among 360,000; AID 588726; in the data active means inhibition above about 27%;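 further: 0% = vehicle and 100% = reference inhibitor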
Target sequence (P9WQA3 whole entry, looked up): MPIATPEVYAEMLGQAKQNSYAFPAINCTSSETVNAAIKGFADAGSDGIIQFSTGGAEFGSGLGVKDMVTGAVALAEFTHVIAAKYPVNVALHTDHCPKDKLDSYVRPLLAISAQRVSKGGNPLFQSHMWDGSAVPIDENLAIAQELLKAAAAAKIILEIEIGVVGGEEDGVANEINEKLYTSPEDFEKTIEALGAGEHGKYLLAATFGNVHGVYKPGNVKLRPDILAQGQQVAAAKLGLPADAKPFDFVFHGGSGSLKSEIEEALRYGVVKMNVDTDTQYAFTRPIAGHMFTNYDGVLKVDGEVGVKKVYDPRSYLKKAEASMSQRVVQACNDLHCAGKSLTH
UGM FP inh – blocks M. tuberculosis UGM enzyme | P9WIQ1 | purified UGM, fluorescence polarization probe displacement | inhibition, % at 10 µM | hit rate 0.06% among 320,000; in the data active means inhibition above about 10%, passing the limit was not always enough
Target sequence (P9WIQ1 whole entry, looked up): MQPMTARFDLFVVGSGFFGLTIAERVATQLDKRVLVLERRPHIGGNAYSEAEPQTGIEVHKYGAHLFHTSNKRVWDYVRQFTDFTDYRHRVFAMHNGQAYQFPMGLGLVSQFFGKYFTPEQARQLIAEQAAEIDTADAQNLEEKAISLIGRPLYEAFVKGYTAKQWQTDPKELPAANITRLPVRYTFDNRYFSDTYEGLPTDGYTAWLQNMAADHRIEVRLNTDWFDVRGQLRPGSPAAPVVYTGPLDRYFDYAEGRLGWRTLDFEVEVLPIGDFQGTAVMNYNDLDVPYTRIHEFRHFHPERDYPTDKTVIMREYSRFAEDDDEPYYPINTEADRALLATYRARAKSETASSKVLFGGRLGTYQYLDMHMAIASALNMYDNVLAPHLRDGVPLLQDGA
PrPC surface inh – reduces human prion protein on the cell surface. P04156. cell surface PrPC, TR-FRET read-out. inhibition, % at 13.8 µM. hit rate 0.43% among 370,000. AID 720596; in the data active means inhibition above about 24%; further: 0% = median of the test wells and 100% = reference compound wells
GDH-TPI counter – inhibits GDH-TPI coupling enzymes, artifact for Mtb FBA screen; GDH-TPI coupled enzyme counterscreen, NADH absorbance; inhibition, % at 4.8 µM; hit rate 1.2% among 360,000; AID 588335; in the data active means inhibition above about 30%;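 further: 0% = DMSO wells and 100% = wells lacking the enzyme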
BoNT F protease – BoNT F light chain protease inhibition. Multiplex microsphere protease cleavage assay, flow cytometry. inhibition, % at 10 µM. hit rate 0.22% among 360,000; in the data active means inhibition above about 35%, passing the limit was not always enough; further: plate controls were buffer without enzyme for full effect and enzyme alone for no effect
Rv3671c protease – inhibitors of M. tuberculosis serine protease Rv3671c. P9WHR9. inhibition, % at 5.96 µM. hit rate 0.048% among 320,000. AID 2606; in the data active means inhibition above about 38%;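 further: extracellular domain of Rv3671c used as enzyme; 0% = enzyme with DMSO and 100% = no enzyme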
BioA inh – blocks M. tuberculosis BioA enzyme activity. purified M. tuberculosis BioA enzyme, plate reader. inhibition, % at 9.99 µM. hit rate 0.096% among 360,000. AID 602481; in the data active means inhibition above about 40%
MazEF act – increases E. coli MazEF RNase cleavage of RNA. FAM/BHQ RNA-DNA oligo cleavage fluorescence, 5 h. activation, % at 20 µM. P0AE70. hit rate 0.32% among 350,000; in the data active means activation above about 50%
Numbers without * were called inactive; . = no result given.

SMILES | FadD28 FP inh | Mtb FBA inh | UGM FP inh | PrPC surface inh | GDH-TPI counter | BoNT F protease | Rv3671c protease | BioA inh | MazEF act
CC(C)(C)NC(=O)CN(CCN1CCOCC1)C(=O)CNS(=O)(=O)c1ccc(Cl)cc1 | -3.2 | -11 | 0.4 | 3 | -14 | -30 | 5 | -0.9 | 5
O=C(NC1CC1)c1ccc2c(c1)ncn2C1CCCC1 | -1.8 | -1 | -2.1 | -1 | 1 | -16 | -7 | 2.9 | -1
CCOC(=O)C1=NNC2(c3ccc(C)cc3)C(=O)N(c3ccc(Cl)cc3)C(=O)C12 (stereo unspecified) | -3.5 | 2 | -1.8 | -5 | 6 | -2 | -1 | . | -4
COCCCNC(=O)C(=O)N/N=C/c1cc2c(cc1Br)OCO2 | -0.7 | -3 | 0.4 | 5 | 24 | -4 | 2 | . | -5
Cc1cccc(N2CCN(C(=O)c3cc(COc4ccc(F)c(F)c4)on3)CC2)n1 | -1.0 | 0 | 3.0 | -3 | 3 | 4 | -3 | -0.2 | -4
COc1cc(CC(NC(C)=O)C(=O)NC2CCN(C(=O)Nc3ccccc3Cl)CC2)cc(OC)c1 (stereo unspecified) | -1.2 | 1 | -1.8 | 8 | 0 | 0 | -5 | . | 4
Cn1c(=O)[nH]c(=O)c2[nH]c(NCCCN3CCOCC3)nc21 | 0.8 | 7 | -1.7 | 0 | 0 | 14 | 4 | -2.0 | -1
CNc1cnn(-c2ccc(C)cc2)c(=O)c1Sc1ccc(C)cc1 | 2.0 | 1 | -4.8 | 2 | 4 | -4 | -2 | . | -2
CCCC[n+]1ccn(C2=C([O-])c3ccccc3C(=O)/C2=N\S(=O)(=O)c2ccc(Br)cc2)c1 | 0.7 | -3 | 0.6 | -14 | 7 | 2 | -28 | . | 49
CC(=O)N1c2ccc(S(=O)(=O)N3CCCCC3)cc2CC1C(=O)Nc1cccc(C)c1 (stereo unspecified) | -2.2 | 0 | -0.3 | 5 | 0 | 2 | 0 | -0.5 | 4
O=C(Nc1ccccn1)c1cc(-n2cnnc2)ccc1Cl | -0.7 | 2 | 0.3 | -2 | 6 | 1 | 1 | -1.0 | 4
CCOC(=O)C1CCCN(c2ccc(NC(=O)c3snc4c(=O)[nH]cnc34)cc2)C1 (stereo unspecified) | -3.0 | 2 | -0.8 | -10 | 8 | -14 | 3 | 0.1 | 1

Sorted by molar mass (ascending): 12 of the compounds above
SMILES | FadD28 FP inh | Mtb FBA inh | UGM FP inh | PrPC surface inh | GDH-TPI counter | BoNT F protease | Rv3671c protease | BioA inh | MazEF act
O=C(NC1CC1)c1ccc2c(c1)ncn2C1CCCC1 | -1.8 | -1 | -2.1 | -1 | 1 | -16 | -7 | 2.9 | -1
O=C(Nc1ccccn1)c1cc(-n2cnnc2)ccc1Cl | -0.7 | 2 | 0.3 | -2 | 6 | 1 | 1 | -1.0 | 4
Cn1c(=O)[nH]c(=O)c2[nH]c(NCCCN3CCOCC3)nc21 | 0.8 | 7 | -1.7 | 0 | 0 | 14 | 4 | -2.0 | -1
CNc1cnn(-c2ccc(C)cc2)c(=O)c1Sc1ccc(C)cc1 | 2.0 | 1 | -4.8 | 2 | 4 | -4 | -2 | . | -2
COCCCNC(=O)C(=O)N/N=C/c1cc2c(cc1Br)OCO2 | -0.7 | -3 | 0.4 | 5 | 24 | -4 | 2 | . | -5
CCOC(=O)C1=NNC2(c3ccc(C)cc3)C(=O)N(c3ccc(Cl)cc3)C(=O)C12 (stereo unspecified) | -3.5 | 2 | -1.8 | -5 | 6 | -2 | -1 | . | -4
Cc1cccc(N2CCN(C(=O)c3cc(COc4ccc(F)c(F)c4)on3)CC2)n1 | -1.0 | 0 | 3.0 | -3 | 3 | 4 | -3 | -0.2 | -4
CCOC(=O)C1CCCN(c2ccc(NC(=O)c3snc4c(=O)[nH]cnc34)cc2)C1 (stereo unspecified) | -3.0 | 2 | -0.8 | -10 | 8 | -14 | 3 | 0.1 | 1
CC(=O)N1c2ccc(S(=O)(=O)N3CCCCC3)cc2CC1C(=O)Nc1cccc(C)c1 (stereo unspecified) | -2.2 | 0 | -0.3 | 5 | 0 | 2 | 0 | -0.5 | 4
CC(C)(C)NC(=O)CN(CCN1CCOCC1)C(=O)CNS(=O)(=O)c1ccc(Cl)cc1 | -3.2 | -11 | 0.4 | 3 | -14 | -30 | 5 | -0.9 | 5
COc1cc(CC(NC(C)=O)C(=O)NC2CCN(C(=O)Nc3ccccc3Cl)CC2)cc(OC)c1 (stereo unspecified) | -1.2 | 1 | -1.8 | 8 | 0 | 0 | -5 | . | 4
CCCC[n+]1ccn(C2=C([O-])c3ccccc3C(=O)/C2=N\S(=O)(=O)c2ccc(Br)cc2)c1 | 0.7 | -3 | 0.6 | -14 | 7 | 2 | -28 | . | 49

(more compounds)
SMILES | FadD28 FP inh | Mtb FBA inh | UGM FP inh | PrPC surface inh | GDH-TPI counter | BoNT F protease | Rv3671c protease | BioA inh | MazEF act
COCCCNC(=O)c1cc(OC)c(OC)c(OC)c1 | 0.2 | 0 | 1.1 | -4 | 0 | -17 | 1 | 0.5 | 5
CC(C)Nc1nc(NC(C)C)nc(Nn2cnnc2)n1 | -1.6 | -2 | -0.8 | 2 | -5 | -5 | 5 | . | -7
CC1CC(=O)c2cnc(Nc3ccccc3)nc2C1 (stereo unspecified) | -2.3 | -3 | . | -4 | 28 | 4 | -5 | 1.4 | 1
COc1ccc(-c2csc3nc(C)nc(N4CCCCC4)c23)cc1OC | -5.4 | 2 | 0.4 | -1 | 7 | 0 | 1 | . | 4
COc1ccc(CN2C(=O)C(CC(=O)NCCc3ccccn3)CC(C(=O)N(C)C)=C2C)cc1 (stereo unspecified) | -3.9 | -1 | . | 2 | 5 | -4 | . | -2.0 | 6
CCCC(=O)Nc1c2c(nn1-c1ccc([N+](=O)[O-])cc1)CS(=O)(=O)C2 | -5.1 | 0 | -2.1 | -27 | -6 | -1 | -1 | -0.6 | 0
Cc1ccccc1N(C(=O)CNC(=O)c1ccco1)C(C(=O)NC1CCCC1)c1ccncc1 (stereo unspecified) | -0.4 | -1 | -0.3 | -8 | 2 | -15 | 3 | -2.8 | 5
C=C1C(=O)C=C2CN(C(=O)c3ccccc3)[C@@](Cc3ccc(F)cc3)(C(=O)OC)[C@@H]12 | -1.2 | 1 | -0.7 | . | 11 | -5 | -4 | -0.7 | 8
O=C1c2ccccc2S(=O)(=O)N1CCOc1ccc(F)cc1 | -5.3 | 0 | 2.8 | -7 | -2 | -5 | 4 | -0.2 | 4
C#Cc1ccc([C@@H]2C=C(C(=O)NCc3ccccc3)O[C@H](OCC)[C@H]2CCCO)cc1 | -3.6 | 1 | -2.3 | 4 | -8 | -6 | 4 | 0.4 | 6
CC(=O)Nc1ccc(S(=O)(=O)N2CCN(Cc3ccccc3[N+](=O)[O-])CC2)cc1 | -4.5 | 2 | 0.9 | 0 | -11 | 0 | -8 | . | -7
Cc1nn(C)c(C)c1NC(=O)C12CC3CC(CC(C3)C1)C2 | -2.9 | 0 | -0.9 | -8 | -5 | 2 | 2 | . | 0
COc1ccc(C)cc1NC(=O)c1cccc(-c2ccc(OC(C)=O)cc2)c1 | -0.6 | -2 | 2.7 | 4 | -4 | 4 | -10 | -2.2 | -3
COc1ccc(C(CC(=O)Nc2cc(C)ccn2)N2Cc3ccccc3C2=O)cc1 (stereo unspecified) | -4.2 | 0 | 2.3 | 5 | -13 | 110* | 1 | -0.9 | 7
COc1ccc(CNC(=O)c2sccc2C)cc1 | -3.6 | -2 | 2.3 | 7 | -5 | -2 | -2 | 0.8 | 1
NC(=O)c1cccc(-c2ccnc3c2CC(C(=O)Nc2ccc(Cl)cc2)O3)c1 (stereo unspecified) | 0.0 | 0 | . | 6 | 0 | 3 | . | 5.7 | .

Screens (PubChem)
